Screening data (PubChem BioAssay)
IkB signaling = IkB pathway inhibition in ABC-DLBCL cells; AID 445; 0.04% of 110,000 active; Potency, µM (series often up to 57.1 µM), for the others: at the top dose IkBa stabilization activation; ABC-DLBCL IkBa-CBG/CBR dual luciferase ratio, 4 h; response scale: scaled: untreated 0%, proteasome inhibitor 100%; active = well fitted curve in the direction sought with a large enough effect in the signal ratio, not every such curve was filed as active; inconclusive = small, poorly fitted or top-dose-only effect, or a change in a side signal; the % refers to the signal ratio;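 note: the direction sought is a rising ratio; 0% = basal untreated cells and 100% = reference inhibitor full response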
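Curves were fitted separately to fusion (green), unfused (red) and ratio luminescence, then classed by r2, magnitude and activity. Cells: OCI-Ly3, 4 h compound plus doxycycline at 37C; 10 uM MG-132 defined full response.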
Peg3 imprint = inducers of genomic imprint erasure in mouse ES cells; mouse ES Peg3-LacZ reporter, beta-gal luminescence, 40 h; Potency, µM (titrated, usually from 60.7 µM), for inactives: at the top dose activity change, positive = activation, hits mostly activators; 0.02% of 110,000 active;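 note: 0% = negative control wells on the plate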
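Imprint erasure is scored as LacZ activity from the silenced maternal Peg3 allele in feeder-free female ES cells cultured 40 h with LIF. Luminescence is normalized to in-plate negative controls and fitted to the Hill equation.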
p53ts 39C tox = p53ts cell cytotoxicity, nonpermissive temperature. H1299-p53A138V viability at 39C, ATP luminescence, 24 h. Potency, µM (series often up to 46.1 µM), without a hit: at the top dose activity change, negative = cell killing, usual class: cytotoxic. 1.5% of 130,000 active; note: nearly all actives have a fitted effect of over 55% in size
p53ts 32C kill = p53ts cell cytotoxicity, permissive temperature | AID 924 | Potency, µM (series often up to 46.1 µM), without a hit: at the top dose activity change, negative = cytotoxicity, usual class: cytotoxic | 0.93% of 130,000 active | H1299-p53A138V at 32C, ATP luminescence viability, 24 h;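 note: 0% = DMSO and -100% = full killing by reference compound; nearly all actives have a fitted effect of over 55% in size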
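H1299-p53 A138V cells (temperature-sensitive p53) exposed 24 h to up to 46 uM compound at 32C, where p53 is wild-type in conformation. Viability read as ATP luminescence and normalised to DMSO and 100 uM tamoxifen. AC50 fitted with the Hill equation.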
An asterisk follows results filed as active; ? = inconclusive; nt = not tested or not shown; & = joins results of further samples; [ ] = another dose, or the depositor's remark. Unless noted, calls come from the whole dose curve; as a rule, active = well fitted curve in the direction sought with a large enough effect; inconclusive = small, poorly fitted or top-dose-only effect, or another doubt; inactive = no such curve, though single readings can be large; an effect the other way counts as inactive or inconclusive. Unless noted, % is set by controls: 0 for no effect and ±100 for the full control effect; potency is the fitted concentration of half-maximal effect.

SMILES | IkB signaling | Peg3 imprint | p53ts 39C tox | p53ts 32C kill
CCCCn1nnnc1NCc1cccc(OC)c1OC | -3.1% | -7% | 6% | 2%
CC(=O)N1CCCc2ccc(NS(=O)(=O)c3cccc(Cl)c3)cc21 | 1.2% | 5%[10.9 µM] | 3% | -8%
CCN(CC)c1ccc(NC(=O)CN2CCN(c3ccccc3F)CC2)cc1 | 1.5% | -9%[10.9 µM] | 1%&1% | 9%&-3%
N[C@@H](Cc1cc(-c2ccc(Cl)cc2Cl)cc(CP(=O)(O)O)c1O)C(=O)O | 0.0% | -2% | 3% | 5%
Cc1[nH]c(=O)[nH]c(=O)c1S(=O)(=O)N1CCCC(C(=O)NCc2ccco2)C1 (stereo not drawn) | -2.0% | 0% | 19% | 7%
COc1ccc(NC(=O)CSc2nnc(-c3ccccc3)n2N)cc1 | 0.5% | nt | 1% | -10%
CCn1ncc(C2=NOC(C(=O)NCc3ccc(OC)cc3)C2)c1C (stereo not drawn) | nt | nt | 2% | 10%
CCOc1ccc(CCNC(=O)c2cnc3sc(N4CCCCC4)nn3c2=O)cc1 | -2.0% | -9%[10.9 µM] | -7% | -5%
CCCCC(=O)Nc1cc(-c2nc3cccnc3s2)ccc1C | ? | -8%[10.9 µM] | ? | 23%
CCOc1ccc(C2=[N+]([O-])C(C)(C)N(O)C2(C)C)cc1 | 3.2% | -1% | -7% | -3%
Cc1ccc(C)c(CN2C(=O)C3(c4ccccc42)N(c2ccc(Cl)cc2)C(=O)CS3(=O)=O)c1 (stereo not drawn) | 0.8% | 1%[10.9 µM] | 5% | 12%
CCCc1cc(C(=O)Nc2ccccc2SC)no1 | 2.6% | -29% | -10% | -14%
Cc1cc(=O)[nH]c(SCC(=O)c2ccc(C)c(C)c2)n1 | nt | nt | 4% | 12%
CC(Sc1ncc(C#N)c(N)n1)C(=O)Nc1ccccc1 (stereo not drawn) | 8.3% | nt | -8% | -6%
COc1ccccc1N1CCN(C(=O)COc2ccccc2C#N)CC1 | 1.8% | 15%[10.9 µM] | -14% | 16%
Cc1cccc(OCC(=O)NCCN2CCOCC2)c1 | 0.2% | 7% | 7% | 5%
COc1ccc(C2C(C#N)=C(N)Oc3cc(O)ccc32)cc1OC (stereo not drawn) | 2.1% | -2% | -11% | 8%
CC(=O)N1CC=CC1(C)C(=O)O (stereo not drawn) | nt | -2% | -7% | 7%
COc1cccc(C2(O)CCN(C(=O)C3CCC3)CC2)c1 | -1.9% | -9% | -1% | 1%
Cc1cccc(OCc2ccc(-c3nc(C#N)c(NCCN(C)C)o3)o2)c1 | 0.9% | -20%[10.9 µM] | -25% | -5%

Next part, starting with the last 3 of the part before.
SMILES | IkB signaling | Peg3 imprint | p53ts 39C tox | p53ts 32C kill
CC(=O)N1CC=CC1(C)C(=O)O (stereo not drawn) | nt | -2% | -7% | 7%
COc1cccc(C2(O)CCN(C(=O)C3CCC3)CC2)c1 | -1.9% | -9% | -1% | 1%
Cc1cccc(OCc2ccc(-c3nc(C#N)c(NCCN(C)C)o3)o2)c1 | 0.9% | -20%[10.9 µM] | -25% | -5%
COc1ccc(NC(=O)COc2nsnc2N2CCCCC2)cc1 | ? | -13% | -3% | 3%
COc1cc(C2C(C(=O)OCC(C)C)=C(C)N=C3SCCC(=O)N32)ccc1OCc1ccccc1 (stereo not drawn) | 4.3% | 4%[10.9 µM] | 1% | 3%
COc1ccc(-n2nnc3c(SCC(=O)N4CCCc5ccccc54)ncnc32)cc1 | nt | nt | -8% | 1%
CCC1CN(C(=O)N2CCC(C(=O)NCc3ccco3)CC2)c2cc(C)ccc2O1 (stereo not drawn) | 7.1% | -13%[10.9 µM] | -10% | -11%
CCN1CCc2nc(SCC(=O)Nc3ccc(OC)cc3)c(C#N)cc2C1 | -1.1% | nt | -18% | -22%
COc1cccc2c(=O)n(CC(=O)Nc3cccc(F)c3)ccc12 | -1.8% | -16% | -23% | -17%
COc1ccc(-c2noc(N(c3nc(-c4ccc(OC)c(OC)c4)no3)c3ccccc3OC)n2)cc1OC | 4.2% | -5%[10.9 µM] | -10% | 1%
CCCCOc1ccc(OC(=O)c2cccnc2)cc1 | -1.1% | 6% | -5% | -12%
CCCNC(=O)OC[C@H]1O[C@@H](CCO/N=C2/[C@H]3O[C@@H]3[C@@H](O)[C@H]3[C@H]2CCn2c(=O)n(-c4ccccc4)c(=O)n23)C=C[C@@H]1Oc1ccc(OC)cc1 | nt | nt | 2%[9.22 µM] | 2%[9.22 µM]
COc1ccc(Cl)cc1NC(=O)NCc1noc2ccccc12 | 0.5% | -14%[10.9 µM] | -22% | -11%
Cc1nc2sccn2c(=O)c1S(=O)(=O)Nc1ccc(N2CCN(C)CC2)cc1 | ? | -7%[10.9 µM] | -8% | 1%
O=C(O)c1cccc(NC(=O)c2ccccc2)c1 | ? | -95%[inhibitor] | -2% | -12%
O=C(O)[C@H]1CCCC[C@H]1C(=O)Nc1ccc(Nc2ccccc2)cc1 | nt | nt | 7% | -8%
CCOC(=O)c1c(C)[nH]c(CCC(=O)NCCCN2CCN(c3cccc(Cl)c3)CC2)c1C | ? | -12%[10.9 µM] | -7% | -1%
COc1ccc(Cc2noc(-c3ccc(OC)c(OC)c3)n2)cc1OC | 1.6% | -17% | -15% | -6%
c1ccc(CSc2nnc(C3CCNCC3)o2)cc1 | -1.2% | -21%[10.9 µM] | -3% | 0%
Cc1c(Cl)cccc1-c1ccc(C(=O)Nc2ccc(F)cc2)o1 | ? | -14%[10.9 µM] | ? | 1%
CN1CCN(Cc2nc3c(c(=O)n(C)c(=O)n3C)n2Cc2cccc3ccccc23)CC1 | 0.6% | 13% | 11% | 4%
COC(=O)c1ccc(OC)c(CSc2nnc(COc3ccccc3)o2)c1 | ? | -14% | -13% | -1%
Cn1c(=O)c2c(nc(SCc3nn[nH]n3)n2Cc2ccccc2F)n(C)c1=O | -1.3% | -23% | 2% | 0%
CCOc1ncccc1C(=O)OCCN1C(=O)c2ccccc2C1=O | -2.4% | -8% | -3% | -7%
CC(=O)Nc1nc(NC(C)=O)c2[nH]c(CO)nc2n1 | 2.2%[11.4 µM] | -13%[10.9 µM] | -3%[9.22 µM] | 0%[9.22 µM]
COc1ccccc1NC(=O)CSc1oc(-c2ccco2)nc1S(=O)(=O)c1ccc(Br)cc1 | ? | 4%[10.9 µM] | 5% | 3%
COC(=O)c1c(C)sc(-c2c(-c3ccc4c(c3)OCCO4)[nH]c3c2c(=O)[nH]c(=O)n3C)c1O | -1.6% | ? | -11% | 24%
COCCCNC(=O)C1CCN(C(=O)c2cc3sccc3n2Cc2ccc(Cl)cc2)CC1 | ? | -19%[10.9 µM] | 4% | 1%
CS(=O)(=O)Nc1cccc(-c2nc(NCc3cccs3)c3ccccc3n2)c1 | -8.1%[11.4 µM] | -4% | -22% | -18%
COc1cccc(OC)c1C(=O)Nc1nc2c(s1)CCc1ccccc1-2 | ? | 19%[10.9 µM] | 15% | 6%
CC(C)COC(=O)COc1cc(Cl)c(Cl)cc1Cl | 1.3% | -4% | -5% | 12%[1.84 µM]
COCC(=O)N1CCC2(CC1)CCN(c1ccccn1)CC2 | 2.1%[11.4 µM] | nt | 10% | -1%
Cc1oc2ncnc(N3CCCCC3)c2c1C(=O)N1CCN(c2ccc(Cl)cc2)CC1 | ? | -6%[10.9 µM] | -8% | 3%
COc1cc(C(=O)O)ccc1OCC(=O)N1CCOCC1 | 0.4% | -62%[inhibitor] | -3% | -1%
Cc1cc(C(=O)N2CCN(c3cc(Cl)ccc3C)CC2)c2c(C)nn(-c3ccccc3)c2n1 | ? | -6%[10.9 µM] | 6% | -3%
CC(C)=CCC/C(C)=C/CO/N=C1/C[C@@H](O)[C@@H](O)[C@@H]2[C@@H]3C(=O)N(C(C)(C)C)C(=O)[C@H]3CC[C@@H]12 | nt | nt | 9%[9.22 µM] | 2%[9.22 µM]
COc1ccc(S(=O)(=O)Nc2ccc3oc(C)c(C(=O)O)c3c2)cc1 | -3.3% | 0% | 1% | 1%
COC(=O)c1ccc(Oc2cc(C)nc(NCc3ccccc3)n2)cc1 | -0.6% | -13% | 8% | 8%
N#Cc1ccccc1Cn1c(=O)n(-c2cccc(C(F)(F)F)c2)c(=O)c2sccc21 | 5.5% | 10%[10.9 µM] | -14% | -7%
COCCCNC(=O)CC1Oc2ccccc2NC1=O (stereo not drawn) | 1.8% | 2% | -11% | 3%
Cc1ccc(NC(=O)c2cnn(-c3ccccc3)c2NC(=O)c2ccco2)cc1C | 2.6% | nt | -6% | 2%
Cc1ccccc1CN1C(=O)c2ccccc2Sc2ccc(C(=O)O)cc21 | ? | -16%[10.9 µM] | -16% | 3%
COc1ccc(OC)c(NC(=O)Cn2c(=O)n(Cc3ccco3)c(=O)c3cc(OC)c(OC)cc32)c1 | ? | -2%[10.9 µM] | -12% | 0%

Among those listed so far, these have a thiophene ring, fused or not.
SMILES | IkB signaling | Peg3 imprint | p53ts 39C tox | p53ts 32C kill
COC(=O)c1c(C)sc(-c2c(-c3ccc4c(c3)OCCO4)[nH]c3c2c(=O)[nH]c(=O)n3C)c1O | -1.6% | ? | -11% | 24%
COCCCNC(=O)C1CCN(C(=O)c2cc3sccc3n2Cc2ccc(Cl)cc2)CC1 | ? | -19%[10.9 µM] | 4% | 1%
CS(=O)(=O)Nc1cccc(-c2nc(NCc3cccs3)c3ccccc3n2)c1 | -8.1%[11.4 µM] | -4% | -22% | -18%
N#Cc1ccccc1Cn1c(=O)n(-c2cccc(C(F)(F)F)c2)c(=O)c2sccc21 | 5.5% | 10%[10.9 µM] | -14% | -7%

The results go on.
SMILES | IkB signaling | Peg3 imprint | p53ts 39C tox | p53ts 32C kill
COc1ccccc1OCc1nc(C#N)c(N2CCC(C(N)=O)CC2)o1 | 1.8% | -3% | 5% | 1%
CC(C)(C)OC(=O)N1CCC(c2c(C(=O)NCc3cccs3)cnn2-c2ccc(F)cc2F)CC1 | ? | -10%[10.9 µM] | -5% | 15%
Cc1ccc(-n2c(=O)c3sccc3n(CC(=O)NCc3ccco3)c2=O)cc1 | -0.4% | -18% | -2% | -11%
CC(C)n1c(C(=O)OCC(=O)NCc2ccc3c(c2)OCO3)cc2sccc21 | ? | -14% | -4% | -2%
O=C1CCCCCN1C(=O)c1ccc(C(=O)N2CCCCCC2=O)cc1 | 1.5% | nt | 4% | -2%
COc1ccccc1NC(=O)CSc1nnc(Cc2cccn2C)n1-c1ccc(F)cc1 | ? | -13% | -24% | 3%
CCOc1ccccc1C(=O)N1CCc2cc(OC)c(OC)cc2C1COc1ccc2c(C)cc(=O)oc2c1 (stereo not drawn) | ? | -7%[10.9 µM] | 15% | 9%
CCCCOc1ccccc1C(=O)N(Cc1ccc(C)o1)C1CCS(=O)(=O)C1 (stereo not drawn) | 2.1% | -10%[10.9 µM] | -2% | -3%
CC12CCC(C(=O)N3CCc4ccccc43)(CC1=O)C2(C)C (stereo not drawn) | 1.3% | -7% | 5% | 7%
COc1ccc(-c2cc(=O)c3c(O)cc(O)cc3o2)cc1 | ? | -69%&-44%[inhibitor] | ? | ?
CCc1nc2ccc(C(=O)N3CCN(c4ccccc4F)CC3)cc2nc1CC | 2.0% | -10%[10.9 µM] | -26% | 2%
Cc1noc(C)c1C(=O)N1CCC2(CC1)CN(c1cccc(-c3ccccc3)c1)C2 | 7.1%[11.4 µM] | nt | -13% | -4%
O=C1CCC(c2ccccc2)(c2ccccc2)CC1 | 0.0%[11.4 µM] | -12%[10.9 µM] | 0%[9.22 µM] | 0%[9.22 µM]
CCCCSc1nnc2c(n1)OC(c1ccc(Br)s1)N(C(C)=O)c1ccccc1-2 (stereo not drawn) | ? | -3%[10.9 µM] | -3% | 3%
COc1ccc(N(Cc2cc3cc(OC)ccc3[nH]c2=O)C(=O)C2CCCO2)cc1 (stereo not drawn) | 0.8% | -1% | 1% | -10%
Cc1ccc(-c2nn(CC(=O)Nc3ccc4c(c3)nc3n4CCOC3)c(=O)c3ccccc23)cc1 | -1.5% | -5% | 3% | 6%
COC(=O)c1c(NC(=O)c2nc(SC)ncc2Cl)sc2c1CCCC2 | -1.5% | -7%[10.9 µM] | 16% | -7%
COc1cccc(-c2nccc(NC3CCNCC3)n2)c1 | -0.6%[11.4 µM] | -9% | -6% | -5%
COCC(=O)NCc1nc2ccccc2n1Cc1ccccc1F | 0.4% | -16% | -6% | -4%
CCCn1nc2ccccc2c1P(=N)(N1CCOCC1)N1CCOCC1 | 0.8% | -2% | 22% | 6%
